# TDP1 inh – qHTS Assay for Inhibitors of Tyrosyl-DNA Phosphodiesterase (TDP1); Potency, µM (series often up to 130 µM), for inactives: at the top dose activity change, negative = inhibition, hits mostly inhibitors; hit rate 0.28% among 350,000; recombinant TDP1, AlphaScreen DNA substrate cleavage; Tyrosyl-DNA phosphodiesterase 1 (Homo sapiens), Q9NUW8; also: nearly all actives have a fitted effect of over 40% in size
#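 Steps: enzyme plus compound, 15 min RT; add biotin/phosphotyrosine-FITC oligonucleotide (15 nM final), react 5 min; add donor/acceptor beads (10 ug/ml final), 10 min; read AlphaScreen. Tdp1 at 1 nM final.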
# TDP1 cell noCPT – qHTS for Inhibitors of human tyrosyl-DNA phosphodiesterase 1 (TDP1): qHTS in cells in absence of CPT. Potency, µM (top dose mostly 46.2 µM), for the others: at the highest dose activity change, negative = growth inhibition, actives largely listed as inhibitors. DT40 Tdp1-/- hTDP1 cells, no CPT, ATP luminescence, 48 h. AID 686978, 2013. hit rate 15% among 420,000; also: nearly all actives have a fitted effect of over 55% in size
#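 Chicken DT40 Tdp1-/- cells complemented with human TDP1, screened without camptothecin (DMSO vehicle only), 400 cells/well. Compounds pin-transferred, cells incubated at 37 °C for at least 48 hr. Growth read as ATP-dependent luminescence (CellTiter-Glo, 30 min at RT).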
# GCN5L2 inh – qHTS Assay for Inhibitors of GCN5L2; Histone acetyltransferase KAT2A (Homo sapiens), Q92830; GCN5L2 HAT assay, ThioGlo1 CoA-SH fluorescence; Potency, µM (titrated, usually from 58.9 µM), without a hit: at the highest dose activity change, negative = inhibition, usual class: inhibitors; hit rate 0.21% among 390,000; AID 504327, 2011
# Target sequence (Q92830 whole entry, looked up): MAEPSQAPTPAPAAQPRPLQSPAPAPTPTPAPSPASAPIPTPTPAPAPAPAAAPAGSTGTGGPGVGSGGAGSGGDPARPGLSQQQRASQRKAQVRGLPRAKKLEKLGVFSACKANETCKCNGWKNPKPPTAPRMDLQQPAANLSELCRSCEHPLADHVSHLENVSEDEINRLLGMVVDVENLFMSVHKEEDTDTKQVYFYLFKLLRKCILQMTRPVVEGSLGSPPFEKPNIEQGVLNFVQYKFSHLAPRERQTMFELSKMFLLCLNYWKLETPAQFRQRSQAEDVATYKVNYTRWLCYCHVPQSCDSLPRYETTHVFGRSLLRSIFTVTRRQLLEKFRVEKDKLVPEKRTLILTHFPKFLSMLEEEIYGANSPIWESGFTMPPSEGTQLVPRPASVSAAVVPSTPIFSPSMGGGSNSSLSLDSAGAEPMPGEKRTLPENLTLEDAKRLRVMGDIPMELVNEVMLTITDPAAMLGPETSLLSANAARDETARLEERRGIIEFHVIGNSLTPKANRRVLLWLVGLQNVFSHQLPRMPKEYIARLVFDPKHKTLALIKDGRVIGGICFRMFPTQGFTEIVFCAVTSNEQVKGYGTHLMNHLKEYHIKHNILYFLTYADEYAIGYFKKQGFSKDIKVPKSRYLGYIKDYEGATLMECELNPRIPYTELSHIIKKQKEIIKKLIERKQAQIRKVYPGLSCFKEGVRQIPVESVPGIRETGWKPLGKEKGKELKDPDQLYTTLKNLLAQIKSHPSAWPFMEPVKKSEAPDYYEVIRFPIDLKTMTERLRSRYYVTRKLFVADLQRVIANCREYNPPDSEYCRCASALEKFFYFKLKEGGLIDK
#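 Titration-based screen in which CoA formation is detected via maleimide probe ThioGlo1 (50uM) turning fluorescent on thiol reaction; substrates H3(1-25) 75uM and acetyl-CoA 70uM, GCN5L2 20nM, 20 min incubation at room temperature.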
# Numbers without * were called inactive; ? = inconclusive; · = not tested or not shown; & = joins results of further samples; [ ] = dose if it differs, or a comment. Calls follow the shape of the dose curve; as a rule, active = well fitted curve in the direction sought with a large enough effect; inconclusive = small, poorly fitted or top-dose-only effect, or another doubt; inactive = no such curve, though single readings can be large; an effect the other way counts as inactive or inconclusive. % is scaled to controls: 0 for no effect and ±100 for the full control effect; potency is read from the fitted curve at half-maximal effect. Some of the compounds tested, so the mix of outcomes need not match the whole.
entry | mol | TDP1 inh | TDP1 cell noCPT | GCN5L2 inh
1 | O=C(c1cccs1)N(Cc1ccco1)C1CCS(=O)(=O)C1 (centres undefined) | 9.6% | -1.6% | -2.1%
2 | CN(C)c1ccc(/C=N/NC(=O)CNC(=O)c2ccco2)cc1 | 2.3% | -12.0% | -12.8%
3 | CCCNC(=S)Nc1ccc(CC(=O)OC)cc1 | 8.2% | -4.6% | -9.5%
4 | COc1cc(C)c(Cl)cc1S(=O)(=O)NC1CC(C)(C)NC(C)(C)C1 | -3.6% | · | 2.6%
5 | CC(=O)N1c2ccccc2[C@H](C)[C@H]1C | 0.1% | 3.4% | -0.7%
6 | CC(C)c1cnc2c(c1SCC(=O)Nc1ccc(C(N)=O)cc1)c(=O)n(C)c(=O)n2C | 5.4% | ? | -7.4%
7 | CC1(c2ccc3c(c2)OCCO3)NC(=O)N(CC(=O)c2ccc[nH]2)C1=O (centres undefined) | -6.6% | -4.6% | -1.0%
8 | COc1ccc(CCNC(=O)CCSc2nc(-c3ccco3)cc(C(F)(F)F)n2)cc1OC | 7.0% | 16.4µM* | -3.0%
9 | Cc1ccc(Cl)cc1NC(=O)COC(=O)C1CC1 | -6.0% | -2.4% | -2.4%
10 | COc1cccc(CN(C)C(=O)c2cccc(OCc3ccccc3)c2)c1 | 0.4% | -17.9% | -6.0%
11 | CC1CN(C(=O)c2cccc(S(=O)(=O)Nc3ccc(Cl)cc3)c2)CC(C)O1 (centres undefined) | 0.0% | -27.8% | -4.1%
12 | C=CCN(C(=O)c1csnn1)C(C(=O)NC1CCCCC1)c1ccccc1 (centres undefined) | 3.8%[0.0935 µM] | -1.7% | -1.7%
13 | CSc1nc(N2CCOCC2)c2c(c1C#N)CC(C)(C)OC2 | 1.0% | ? | -0.8%
14 | CC(C)(C)SCCNC(=O)c1ccc(CN2CCc3ccccc3C2)cc1 | · | ? | -15.5%
15 | CC(C)c1ccc(-c2noc(SCC(=O)N3CCN(c4ccc(F)cc4)CC3)n2)cc1 | 5.3% | -16.5% | 2.7%
16 | COC(=O)CC1=C(C(=O)OC)C(c2cc(OC)c(OC)cc2OC)C(C#N)=C(N)O1 (centres undefined) | 7.8% | 2.8% | -3.5%
17 | O=c1nc(N/N=C/c2ccco2)cn[nH]1 | 31.6µM* | -3.9% | -12.4%
18 | COc1ccc(CC(=O)Nc2cccc(-c3ccc4nnc(C)n4n3)c2)cc1OC | 0.0% | 9.2µM* | -2.9%
19 | Cc1cccc(N=C2NC(=O)/C(=C3/C(=O)N(C)c4ccccc43)S2)c1C | 7.8% | -5.6% | -3.8%
20 | COc1cc(OC)c2ccc(=O)oc2c1C(CC(=O)N1CCCC1)c1ccc2c(c1)OCO2 (centres undefined) | · | ? | -6.9%
21 | CCOC(=O)C1=C(c2ccccc2)OC(N)=C(C#N)C1c1ccc(Cl)s1 (centres undefined) | 2.0% | ? | -7.8%
22 | CC(Oc1cccc(Cl)c1)C(=O)Nc1nc(-c2ccccn2)cs1 (centres undefined) | -1.5% | 5.17µM* | -10.1%
23 | O=C(c1cc(=O)c2ccccc2o1)N1CCN(c2cccc(Cl)c2)CC1 | -2.6% | ? | -11.4%
24 | COC(=O)c1cc(C)ccc1OCc1ccc([N+](=O)[O-])cc1 | 7.7% | -1.9% | -3.4%

# Reformatted with one line to a screen: four of the compounds above
[19] Cc1cccc(N=C2NC(=O)/C(=C3/C(=O)N(C)c4ccccc43)S2)c1C
[20] COc1cc(OC)c2ccc(=O)oc2c1C(CC(=O)N1CCCC1)c1ccc2c(c1)OCO2 (centres undefined)
[21] CCOC(=O)C1=C(c2ccccc2)OC(N)=C(C#N)C1c1ccc(Cl)s1 (centres undefined)
[22] CC(Oc1cccc(Cl)c1)C(=O)Nc1nc(-c2ccccn2)cs1 (centres undefined)

Screen / compound no.	19	20	21	22
TDP1 inh	7.8%	·	2.0%	-1.5%
TDP1 cell noCPT	-5.6%	?	?	5.17µM*
GCN5L2 inh	-3.8%	-6.9%	-7.8%	-10.1%

# The results go on.
entry | mol | TDP1 inh | TDP1 cell noCPT | GCN5L2 inh
25 | CC(=O)N=C1SC2CS(=O)(=O)CC2N1c1ccc(-c2nc3ccc(C)cc3s2)cc1 (centres undefined) | -0.6% | · | -0.7%
26 | Cc1ccc(-c2nc(CN(C)Cc3cccc4cnccc34)c(C)o2)s1 | · | 20.6µM* | -19.6%
27 | CCn1c(CC(=O)Nc2ccccc2)nnc1SCC(=O)NC1=NCCS1 | 0.0% | ? | -7.8%
28 | CCCCN(C)CCNC(=O)CCn1nc(-c2ccc(Cl)cc2)ccc1=O | · | -0.3% | 1.5%
29 | CCN(C(=O)c1cnc(NC(C)C)cc1C(F)(F)F)c1ccc(Cl)cc1Cl | 2.6% | 16.4µM* | -4.3%
30 | Cn1cccc1-c1cc2n(n1)CCC(=O)N2CC(=O)Nc1ccc(F)cc1Cl | 8.9% | -0.4% | -0.4%
31 | CCCCCCCSc1nnc(N)s1 | -2.5% | -0.7% | -6.5%
32 | CCN(CC)C(=O)Cn1cc(S(=O)(=O)CC(=O)Nc2ccc(C(N)=O)cc2)c2ccccc21 | 4.1%[56.1 µM] | 15.6% | 8.6%
33 | O=C(O)Cc1csc(Nc2cccc(Cl)c2)n1 | 2.8% | -16.6% | 15.7%
34 | CCN(CC)S(=O)(=O)c1ccc2c(c1)c(=O)c(C(=O)N(C)Cc1ccccc1)cn2C | 2.3% | -12.4% | -1.4%
35 | COc1ccccc1NC(=O)CSc1nc2c(oc3ccccc32)c(=O)n1-c1ccc(C)cc1 | 0.0% | 8.2µM* | -5.1%
36 | Cc1ccc(NC(=O)C/C(N)=N/OC(=O)Nc2cccc(C)c2)cc1 | 1.4% | ? | 0.4%
37 | Cc1c(C)n(Cc2ccc(Cl)cc2)c2ccc(C(=O)NCCN3CCOCC3)cc12 | 13.0% | ? | -6.1%
38 | Cc1cc(C)cc(NC(=O)C2CCCN(S(=O)(=O)c3c(C)noc3C)C2)c1 (centres undefined) | 6.4% | ? | -3.1%
39 | CN(CC(=O)Nc1ccc(Cl)c(C(F)(F)F)c1)C(=O)CCc1nc2ccccc2c(=O)[nH]1 | -0.7% | ? | 0.5%
40 | COc1ccc(-n2cc(-c3ccc4c(c3)OCO4)n(CC(=O)Nc3cc(Cl)ccc3C)c2=O)cc1 | 5.0% | ? | 0.0%
41 | CCC(C)c1ccc(NC(=S)NCCn2cc(Cl)cn2)cc1 (centres undefined) | 5.4% | 20.6µM* | -39.0%
42 | CC(NC(=O)COC(=O)Cc1ccccc1[N+](=O)[O-])c1ccccc1 (centres undefined) | 3.4% | 2.9% | -2.2%
43 | CCC(C)/C(C)=N/NC(=O)c1ccc(CSc2nc3ccccc3s2)cc1 (centres undefined) | 5.6% | 23.1µM* | -1.4%
44 | COc1ccc(-c2[nH]ncc2CN(C)CCCN2CCOCC2)cc1F | 0.0% | -12.2% | -9.0%
45 | CC1SCC(=NOCc2ccccc2)CS1 (centres undefined) | 1.4% | 0.8% | 0.6%
46 | Cc1cc(C)n2c(SCc3ccc(Br)cc3)nnc2n1 | 2.8% | ? | -5.9%
47 | CCc1ccccc1NC(=O)c1cccc(NC(=O)/C=C/c2ccco2)c1 | -4.1% | 20.6µM* | -25.8%
48 | CCOc1cc(S(=O)(=O)n2ccnc2)ccc1Br | 0.0% | -10.1% | 7.0%
49 | N#Cc1ccccc1NS(=O)(=O)c1cc2c3c(c1)CCN3C(=O)CC2 | 2.1%[0.505 µM] | -4.0% | -5.7%
50 | O=C(O)c1[nH]c2ccc([N+](=O)[O-])cc2c1-c1ccccc1 | 1.4% | 5.5% | -3.9%
51 | N/C(=N\OC(=O)COc1ccc2ccccc2c1)c1ccccn1 | 7.3% | -10.2% | -9.2%
52 | O=C(NCCc1cccs1)C(c1ccccc1)c1ccccc1 | · | ? | -3.8%
53 | Cc1ccc(CN(C)C(=O)CC2C(=O)NCCN2CC2CCCCC2)cc1 (centres undefined) | 5.4% | -23.5% | -14.1%
54 | Cc1nc2sc3c(c2c2nc(-c4ccco4)nn12)CCCC3 | 0.0% | · | -14.0%
55 | COC(=O)Cc1c(C)[nH]n(-c2cc(Cl)cc(Cl)c2)c1=O | 4.6% | 2.1% | -1.2%
56 | O=C(c1ccc(-n2cccc2)cc1)N1CCOCC1 | 4.7% | -5.5% | -4.0%
57 | O=Cc1ccc(OCc2ccc3c(c2)OCO3)cc1 | · | -28.0% | -2.1%
58 | NS(=O)(=O)c1ccc(S(=O)(=O)N2CCN(c3nc(-c4cccs4)nc4ccccc34)CC2)cc1 | 2.7% | ? | ·
59 | COc1ccc(-c2nnc(NC(=O)c3cc(Cl)ccc3Cl)o2)cc1 | 9.8% | ? | -8.7%
60 | COc1ccccc1NC(=O)CSc1nnnn1Cc1ccccc1 | 4.5% | -0.4% | -3.1%
61 | CCOC(=O)N1CCN(C(=O)Cc2ccc(C)cc2)CC1 | 4.4% | -11.5% | -7.5%
62 | COc1cc(C(=O)OCC(=O)N2CCNC2=O)cc(Cl)c1OC | -6.4% | -20.6% | -13.7%
63 | CCN(CC)c1ccc(C2C(C(=O)OCCOC)=C(C)NC3=C2C(=O)CCC3)cc1 (centres undefined) | -5.6% | -26.5% | 0.9%
64 | N#Cc1nc(-c2ccccc2F)oc1NC1CCCCC1 | 4.9% | -3.5% | -7.6%

# Rewritten with values under each structure: 6 of the compounds above
# Every second line gives: TDP1 inh	TDP1 cell noCPT	GCN5L2 inh
(45) CC1SCC(=NOCc2ccccc2)CS1 (centres undefined)
→ 1.4%	0.8%	0.6%
(46) Cc1cc(C)n2c(SCc3ccc(Br)cc3)nnc2n1
→ 2.8%	?	-5.9%
(47) CCc1ccccc1NC(=O)c1cccc(NC(=O)/C=C/c2ccco2)c1
→ -4.1%	20.6µM*	-25.8%
(48) CCOc1cc(S(=O)(=O)n2ccnc2)ccc1Br
→ 0.0%	-10.1%	7.0%
(49) N#Cc1ccccc1NS(=O)(=O)c1cc2c3c(c1)CCN3C(=O)CC2
→ 2.1%[0.505 µM]	-4.0%	-5.7%
(50) O=C(O)c1[nH]c2ccc([N+](=O)[O-])cc2c1-c1ccccc1
→ 1.4%	5.5%	-3.9%

# Two records drawn at random from those above:
entry | mol | TDP1 inh | TDP1 cell noCPT | GCN5L2 inh
64 | N#Cc1nc(-c2ccccc2F)oc1NC1CCCCC1 | 4.9% | -3.5% | -7.6%
62 | COc1cc(C(=O)OCC(=O)N2CCNC2=O)cc(Cl)c1OC | -6.4% | -20.6% | -13.7%

# Additional structures
entry | mol | TDP1 inh | TDP1 cell noCPT | GCN5L2 inh
65 | CC1CCCCN1C(=O)c1cc(S(=O)(=O)N2CCCCC2)c[nH]1 (centres undefined) | · | ? | -12.9%
66 | O=C(O)CN1C(=O)SC(Nc2ccccc2C(=O)O)C1=O (centres undefined) | · | -5.6% | -2.8%
67 | Cc1ccc2[nH]c(=O)c(CN(Cc3ccco3)C(=O)c3cccs3)cc2c1 | 5.0% | · | -4.0%
68 | CC(=O)N1CCN(c2ccc(NCc3ccc(C)s3)cc2)CC1 | 8.6% | ? | -5.1%
69 | O=C(Nc1ccc2c(c1)OCCO2)NC1CCCCC1 | 6.2% | 4.0% | 0.8%
70 | CCCc1ccc(OCCNC(=O)c2ccco2)cc1 | 5.4% | -25.9% | ?
71 | CN(Cc1ccco1)S(=O)(=O)c1nnc(NC(=O)c2cccc(Cl)c2)s1 | 3.8%&-2.6% | ? | -9.3%&-0.2%
72 | O=[N+]([O-])c1ccc2nn(Cc3ccccc3)cc2c1 | · | ? | -12.2%
73 | Cc1ccccc1OCCn1cc(/C(N)=N/O)c2ccccc21 | 2.0% | ? | -0.1%
74 | CSc1nc2n(n1)C(c1cccc(F)c1)C(C(=O)Nc1ccc(C)cc1C)=C(C)N2 (centres undefined) | 3.9% | -20.2% | 0.6%
75 | COC(=O)c1cc(NC(=O)c2nn(C)c(=O)c3ccccc23)cc(C(=O)OC)c1 | -8.2% | 6.51µM* | -8.1%
76 | O=C(COc1ccc(Br)cc1F)Nc1nnc(C2CC2)s1 | -0.3% | 4.0% | 0.5%
77 | O=C(CN1CCCC1)N1c2ccccc2C=Cc2ccccc21 | -6.0% | -3.3% | -4.0%
78 | CCC(C)Sc1ccc([C@H]2N[C@@](C)(C(=O)OC)[C@H]3C(=O)N(CC)C(=O)[C@@H]23)cc1 (some centres undefined) | 0.7% | 18.4µM* | 0.9%
